# Integrin act MD: activates integrin-mediated alleviation for muscular dystrophy | alpha7betagal myoblasts, beta-gal FDG fluorescence, 48 h | AID 624291 | Potency, µM (highest dose often 38.3 µM), for inactives: top-dose activation, hits mostly activators | 350,000 compounds, 0.064% hits;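 also: potency is read from the fitted curve at half-maximal effect; 100% = response of the positive control SU9516; nearly all actives have a fitted effect of over 60% in size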
#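 alpha7betagal+/- myoblasts (passage 13, 250/well) treated 48 h at 37C with compounds at 1:260 dilution of DMSO stock. Lysed, then beta-galactosidase activity read as FDG fluorescence (ex 480/em 540) after 30 min, with pre-read for autofluorescence.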
# AT treatment: potential ataxia-telangiectasia treatments restoring KAP-1 phosphorylation | 320,000 compounds, 0.19% hits | […] A-T fibroblasts, KAP-1 phosphorylation AlphaLISA; neocarzinostatin DNA damage 30 min before lysis | AID 485349 | Potency, µM (top dose mostly 57.5 µM), inactives show at the top dose activation, hits mostly activators; also: potency is read from the fitted curve at half-maximal effect; % of control where 0% means no effect; nearly all actives have a fitted effect of over 45% in size
#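 hTERT-immortalized A-T patient fibroblasts ([…]), 500 cells/well in OPTI-MEM, 1% FBS, got compounds for 60 min, then NCS for 30 min at 37C. Lysates were then assayed for phospho-KAP-1 by AlphaLISA (anti-pKAP1 donor, anti-KAP1 acceptor beads), 6 hr at 25C.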
# S-ASM inh: inhibitors of human secretory acid sphingomyelinase. placental ASM, HMU-PC fluorogenic substrate, 60 min. Potency, µM (doses to about 57.5 µM), without a hit: at the highest dose activity change, negative = inhibition, actives largely listed as inhibitors. 340,000 compounds, 0.006% hits. AID 504937; also: potency is read from the fitted curve at half-maximal effect
#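 HMU-PC0 cleavage (9 uM final) by human placental ASM, 60 min at 37 °C following 10 min compound exposure at RT; stopped at pH 10, fluorescence Ex 386/Em 447 nm.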
# TSHR antag: human thyrotropin receptor antagonism; P16473; TSHR-expressing cells, TSH-stimulated cAMP HTRF, 2 h; hits give low values; activity change, negative = inhibition, % at 11.5 µM; 330,000 compounds, 0.2% hits;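 active = activity change below a set negative limit, meaning inhibition stronger than a set level, cut at about -70% in these data; inconclusive = activity change between two set negative limits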; also: % is scaled to controls: 0 for no effect and ±100 for the full control effect
#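 Inhibition of cAMP made by TSHR-expressing cells under TSH stimulation (4nM final, EC80; 2 h, 37 deg C) is quantified with a one-step lysis HTRF kit, anti-cAMP cryptate versus cAMP-d2.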
# Menin MLL FP TR: menin-MLL binding inhibition, Texas Red mutant peptide; Potency, µM (doses to about 61.6 µM), without a hit: at the highest dose FP activity change, negative = inhibition, usual class: inhibitors; Menin + Texas Red MLL mutant peptide, fluorescence polarization; 270,000 compounds, 0.23% hits; O00255; AID 1768; active = well fitted inhibition curve with a large enough effect in the polarisation, with a control signal flat, not every such curve was filed as active; inconclusive = small, poorly fitted or top-dose-only effect, or effect the other way, or a change in a side signal; inactive = no such curve, though single readings can be large or run the other way; the % refers to the polarisation; also: potency is read from the fitted curve at half-maximal effect; % of control where 0% means no effect; many of its hits are not listed in these tables
# TCR act: T cell receptor activation. primary human leukocytes, anti-CD3, IL-2 HTRF, 48 h. Potency, µM (doses to about 9.22 µM), without a hit: at the highest dose activation of IL-2 secretion, most hits filed as activators. 330,000 tested, under 10 active. AID 504894; also: % of control where 0% means no effect
#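 1) Mix primary human leukocytes, a-CD3 beads and compound. 2) Incubate 48 hr. 3) Add HTRF IL-2 reagents (a-IL-2-K, a-IL-2-d2).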
# MBNL1 CUG block: blocks human MBNL1 binding to CUG repeat RNA; Q9NR56; TR-FRET MBNL1-His/biotin-(CUG)12 binding, 665/545 ratio; Potency, µM (highest dose often 57.5 µM), for inactives: at the top dose activity change, negative = inhibition, usual class: inhibitors; 280,000 compounds, 0.036% hits; AID 2675; active = well fitted inhibition curve with a large enough effect in the signal ratio, with a control signal flat, not every such curve was filed as active; inconclusive = small, poorly fitted or top-dose-only effect, or effect the other way, or a change in a side signal; inactive = no such curve, though single readings can be large or run the other way; the % refers to the signal ratio; also: potency is read from the fitted curve at half-maximal effect; % is scaled to controls: 0 for no effect and ±100 for the full control effect
# Target sequence (Q9NR56 whole entry, looked up): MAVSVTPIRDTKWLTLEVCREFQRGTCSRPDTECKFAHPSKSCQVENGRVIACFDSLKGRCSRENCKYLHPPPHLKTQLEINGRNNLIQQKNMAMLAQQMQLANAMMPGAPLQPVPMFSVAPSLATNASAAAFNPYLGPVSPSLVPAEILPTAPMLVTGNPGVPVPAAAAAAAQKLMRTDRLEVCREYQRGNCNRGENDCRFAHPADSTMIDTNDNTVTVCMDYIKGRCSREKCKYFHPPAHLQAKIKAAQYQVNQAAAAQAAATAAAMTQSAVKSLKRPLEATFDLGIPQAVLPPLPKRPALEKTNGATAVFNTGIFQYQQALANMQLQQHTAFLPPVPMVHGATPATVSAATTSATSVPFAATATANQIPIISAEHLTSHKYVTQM
#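 Inhibition of protein-RNA binding appears as loss of TR-FRET between terbium anti-His antibody on MBNL1-His and streptavidin-XL665 on biotin-(CUG)12. Activity is normalized to buffer-only and uninhibited-complex controls.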
# TSG101-PTAP inh: blocks PTAP/TSG101 interaction to inhibit HIV-1 budding; Q99816; Fluorescence polarization, FITC-PTAP peptide / Tsg101 binding; Potency, µM (top dose mostly 115 µM), without a hit: at the highest dose activity change, negative = inhibition, hits mostly inhibitors; 340,000 tested, under 10 active; AID 493005; active = well fitted inhibition curve with a large enough effect in the main read-out, with a control signal flat, not every such curve was filed as active; inconclusive = small, poorly fitted or top-dose-only effect, or effect the other way, or a change in a side signal; inactive = no such curve, though single readings can be large or run the other way; also: potency is read from the fitted curve at half-maximal effect; % of control where 0% means no effect
# Target sequence (Q99816 whole entry, looked up): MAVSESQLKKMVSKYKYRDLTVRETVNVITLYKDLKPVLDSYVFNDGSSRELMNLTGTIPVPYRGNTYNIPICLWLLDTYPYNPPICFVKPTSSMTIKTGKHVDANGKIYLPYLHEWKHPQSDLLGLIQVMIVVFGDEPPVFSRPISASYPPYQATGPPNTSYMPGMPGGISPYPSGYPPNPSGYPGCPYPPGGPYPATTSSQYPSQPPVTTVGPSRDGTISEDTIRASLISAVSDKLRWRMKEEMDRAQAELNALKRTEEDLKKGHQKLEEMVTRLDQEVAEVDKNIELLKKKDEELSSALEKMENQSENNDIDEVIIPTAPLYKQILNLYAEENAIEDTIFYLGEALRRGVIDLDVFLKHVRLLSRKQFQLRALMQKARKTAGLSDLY
#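 Tsg101 binding domain (10 uM final) was mixed with compound and a FITC-labeled PTAP peptide (50 nM final) in HEPES pH 7.5 buffer with NaCl, Tween 20, EDTA and TCEP; fluorescence polarization was read after 20 min at r.t.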
# MLL CXXC-DNA inh: blocks binding of human MLL CXXC domain to DNA | MLL-CXXC / FITC-HOXA9 DNA fluorescence polarization | Q03164 | 290,000 compounds, 0.037% hits | Potency, µM (series often up to 115 µM), for the others: at the highest dose activity change, negative = inhibition, most hits filed as inhibitors; active = well fitted inhibition curve with a large enough effect in the polarisation, with a control signal flat, not every such curve was filed as active; inconclusive = small, poorly fitted or top-dose-only effect, or effect the other way, or a change in a side signal; inactive = no such curve, though single readings can be large or run the other way; the % refers to the polarisation; also: potency is read from the fitted curve at half-maximal effect
#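 Steps: dispense CXXC domain solution (7 uM) → pin compounds or unlabeled HOX-A9 DNA control → 5 min ambient → add FLSN-HOX-A9 solution (50 nM) → spin → 30 min ambient → fluorescence polarization. Tris pH 7.5/NaCl/DTT/BSA buffer.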
# Mito fusion act: blocks mitochondrial division or promotes mitochondrial fusion | S. cerevisiae fusion-defective mutant growth rescue, CellTiterGlo 48 h | Potency, µM (titrated, usually from 46.1 µM), for the others: at the top dose growth rescue (activation), actives largely listed as activators | 320,000 compounds, 0.23% hits | AID 485298;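 also: potency is read from the fitted curve at half-maximal effect; % of control where 0% means no effect; nearly all actives have a fitted effect of over 45% in size; temperature-sensitive fusion mutants such as fzo1-1 at 37 °C on non-fermentable ethanol glycerol medium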
#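 Temperature-sensitive fusion-defective S. cerevisiae (e.g. fzo1-1, mgm1-5) were grown with compound in YPEG medium (3% ethanol, 3% glycerol) for 48 hours at 37C. Growth rescue was measured as viability by CellTiterGlo luminescence after 10 minutes at ambient.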
# * hit, by the source's call; ? = inconclusive; / = not tested or not shown; [ ] = remark or other dose. Unless noted, calls follow the shape of the dose curve; as a rule, active = well fitted curve in the direction sought with a large enough effect; inconclusive = small, poorly fitted or top-dose-only effect, or another doubt; inactive = no such curve, though single readings can be large; an effect the other way counts as inactive or inconclusive.
no.	Structure	Menin MLL FP TR	TCR act	TSG101-PTAP inh	TSHR antag	Integrin act MD	MBNL1 CUG block	MLL CXXC-DNA inh	S-ASM inh	AT treatment	Mito fusion act
1	[O-][n+]1c2ccccc2[n+]([O-])c2cc(O)ccc21	?	13%	-3%	-24	26%	?	?	1%	-7%	?
2	COCCCNC(=O)C1CC(=O)N(CCc2ccc(OC)c(OC)c2)C1 (configuration not stated)	16%	3%	-2%	-8	16%	-11%	8%	0%	4%	0%
3	Fc1cccc(C2NN=C(c3ccccc3)S2)c1 (configuration not stated)	-21%	-3%[46.1 µM]	0%	-7	-18%	/	-8%	1%	10%	1%
4	FC(F)(F)c1cccc(N2CCN(C(=S)NCC3CCCO3)CC2)c1 (configuration not stated)	19%	2%	0%	-18	0%	-10%	-1%	-1%	7%	-5%
5	CCN(C(=O)COC(=O)c1ccc(OC)c(S(=O)(=O)N(C)Cc2ccccc2)c1)C1CCS(=O)(=O)C1 (configuration not stated)	/	0%	-2%	4	21%	/	/	-4%	-1%	8%
6	CN(CC(=O)Nc1c(Cl)cccc1Cl)C(=O)c1cccn1C	/	2%	-7%	5	-24%	2%	-12%	0%	-3%	0%
7	CCC1(C)Cc2nc3[nH]c(=S)n(-c4ccccc4)c(=O)c3cc2CO1 (configuration not stated)	-9%	0%[46.1 µM]	-5%	-10	-6%	-1%	-5%	3%	-3%	-3%
8	O=C(Nc1ccc(Br)cn1)c1ccc([N+](=O)[O-])cc1Cl	6%	2%	-3%	-4	-20%	?	9%	-1%	1%	-6%
9	CCC(C(=O)NCCc1ccc(C)cc1)n1nc(C)c2c(C)n(-c3ccccc3)nc2c1=O (configuration not stated)	-17%	-3%	-3%	19	16%	-4%	-11%	3%	8%	-9%
10	O=S(=O)(Nc1ccccc1)c1ccc(NS(=O)(=O)c2cccs2)cc1	?	-4%	-1%	-8	-7%	-4%	5%	-2%	-8%	0%
11	COc1ccccc1-c1nc(C#N)c(N2CCC(C(N)=O)CC2)o1	14%	5%	3%	2	-6%	16%	-8%	6%	/	1%
12	O=C(c1ccc(Br)cc1)N(Cc1nc2ccccc2c(=O)[nH]1)C1CCCC1	?	-5%	1%	19	5%	-10%	-8%	-5%	0%	20%
13	COc1ccccc1NC(=O)C(C)N(C)Cc1ccc(Cl)s1 (configuration not stated)	-8%	10%	-6%	3	-15%	-11%	31%[activator]	1%	21%	4%
14	CN(C)c1ccc(CN(C(=O)c2ccco2)C2CCS(=O)(=O)C2)cc1 (configuration not stated)	0%	1%	-4%	-4	2%	1%	0%	0%	-4%	4%
15	COc1ccc(Nc2cc(C(=O)NCCCN3CCN(C)CC3)c3ccccc3n2)cc1OC	14%	9%	-4%	-5	17%	0%	-6%	-2%	-3%	?
16	COC(=O)CSc1nnc(-c2ccco2)n1-c1ccc(C)cc1	-7%	0%	-3%	-6	3%	-4%	2%	0%	5%	1%
17	COc1ccc(N(CCCN2C(=O)c3cccc4cccc(c34)C2=O)C(=O)c2cccnc2)cc1	0%	5%	2%	23	-12%	?	-11%	-3%	-1%	21%
18	Cc1ccc(OCC(=O)N2CCCC(CO)(CCOc3ccccc3)C2)cc1 (configuration not stated)	/	2%	-8%	-2	-2%	-3%	18%	-2%	6%	0%
19	Cc1cc2ccccc2n1CCC(=O)O	11%	4%	0%	-8	11%	3%	-14%	5%	1%	-2%
20	C#Cc1ccc([C@@H]2C=C(C(=O)O)O[C@H](OCc3ccc(CO)cc3)C2)cc1	9%	-4%	-3%	-6	20%	?	0%	-3%	2%	0%
21	CCn1c(CCc2ccccc2)n[nH]c1=S	-8%	/	1%	8	-9%	6%	0%	-5%	3%[11.5 µM]	-6%
22	CCCCNC(=O)c1onc(CSc2cccc(F)c2)c1C(=O)O	7%	-2%	-9%	-8	-32%	-8%	0%	12%	-3%	3%
23	O=C(/C=C/c1cccs1)Nc1nc(-c2ccccc2)cs1	?	-4%	4%	?	-3%[7.66 µM]	1%	24%	-16%	-3%	24%
24	Cc1cc(C)nc(SC2CC(=O)N(c3ccc(Cl)cc3)C2=O)n1 (configuration not stated)	-8%	4%	-7%	61	?	?	20%	3%	17%	-15%
25	CN(C)S(=O)(=O)c1ccc(C(=O)Nc2cccc(C(=O)N3CCOCC3)c2)cc1	-20%	2%	-3%	12	0%	-11%	13%	3%	5%	2%
26	CCCc1[nH]nc2c1C(C1CCCCC1)C(C#N)=C(N)O2 (configuration not stated)	8%	3%	0%	1	-4%	-2%	-2%	-2%	4%	3%
27	CCCNC(=S)N1CCC(NC(=O)c2cccc(C)c2)CC1	5%	/	-6%	12	2%	-13%	-1%	6%	-3%	0%
28	CC1(C)c2cc(Cl)ccc2-n2c1cc(O)c(-c1ccccc1)c2=O	/	-10%	-1%	-8	-9%	6%	-6%	-2%	-2%	?
29	NC(=O)c1cc(Cc2ccccc2)sc1NC(=O)c1ccco1	?	15%	-5%	11	-8%[7.66 µM]	-2%	1%	-14%	12%	16µM*
30	Cc1cc(Br)ccc1NC(=O)CN(C)C(=O)C1CSC2(C)CCC(=O)N12 (configuration not stated)	/	2%	-2%	-2	-10%	/	/	4%	5%	-1%
31	CCOC(=O)c1nn(-c2cccc(C)c2)c2nnc(Cc3ccc(C)cc3)c(=O)n12	-2%	-1%[46.1 µM]	-5%	-1	1%	0%	-5%	-7%	0%	1%
32	CCOC(=O)c1sc(=S)n(-c2ccc(OC)cc2)c1N	/	-2%	-1%	0	2%	?	-1%	-1%	-11%	4%
33	CCOC(=O)c1sc(NC(=O)CCCn2nc([N+](=O)[O-])c(Cl)c2C)c(C(=O)OCC)c1C	-3%	-3%[46.1 µM]	-2%	3	-15%	7%	4%	-4%	7%	-6%
34	Cc1cccc(-c2cccc(NC(=O)C3CCCN(C(=O)c4ocnc4C)C3)c2)c1 (configuration not stated)	16%	5%	-2%	12	-33%	-9%	1%	-4%	24%	-1%
35	NC(=O)c1cc2ccccc2o/c1=N\NC(=O)c1ccccc1O	25%	-6%	-1%	-20	?	17%	3%	-4%	8%	9%
36	O=C(O)COc1ccccc1/C=N/NC(=O)CSc1nc2ccccc2n1Cc1ccccc1	/	3%	-6%	-5	1%	1%	-2%	10%	-3%	5%
37	O=C(CNC(=S)N(CCCN1CCOCC1)Cc1cccs1)N1CCCCCC1	?	-1%	0%	-1	30%	-5%	-8%	-3%	0%	1%
38	CCOC(=O)C1C(C(=O)OCC)C1(c1ccccc1)c1ccccc1 (configuration not stated)	2%	-1%[46.1 µM]	2%	22	23%	-10%	13%	0%	13%	9%
39	CC(=O)NCCC1CCCCN1C(=O)c1cc(COc2cc(C)ccc2C)on1 (configuration not stated)	/	-2%	-2%	7	7%	12%	14%	2%	-12%	-3%
40	CCOc1cccc(Nc2ccc([N+](=O)[O-])cn2)c1	?	4%	-5%	-21	-26%	?	-12%	-5%	16%	0%
41	COc1ccc(OC)c(NC(=O)CCN2C(=O)c3cccc([N+](=O)[O-])c3C2=O)c1	25%	-2%	0%	27	13%	?	-2%	0%	7%	1%

# Another view of part of the listing above.
# Sequence of screens – Menin MLL FP TR	TCR act	TSG101-PTAP inh	TSHR antag	Integrin act MD	MBNL1 CUG block	MLL CXXC-DNA inh	S-ASM inh	AT treatment	Mito fusion act
36) O=C(O)COc1ccccc1/C=N/NC(=O)CSc1nc2ccccc2n1Cc1ccccc1
    /	3%	-6%	-5	1%	1%	-2%	10%	-3%	5%
33) CCOC(=O)c1sc(NC(=O)CCCn2nc([N+](=O)[O-])c(Cl)c2C)c(C(=O)OCC)c1C
    -3%	-3%[46.1 µM]	-2%	3	-15%	7%	4%	-4%	7%	-6%
39) CC(=O)NCCC1CCCCN1C(=O)c1cc(COc2cc(C)ccc2C)on1 (configuration not stated)
    /	-2%	-2%	7	7%	12%	14%	2%	-12%	-3%
32) CCOC(=O)c1sc(=S)n(-c2ccc(OC)cc2)c1N
    /	-2%	-1%	0	2%	?	-1%	-1%	-11%	4%

# Screens as filed in PubChem.

# The list is partial. The share of hits here may be higher or lower than overall.
